TPT1 inhibitor: blocks Candida albicans tRNA 2'-phosphotransferase; recombinant caTPT1, FP RNA substrate dephosphorylation; inhibition, % at 5 µM; 300,000 compounds, 0.81% hits;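 active = inhibition above the mean of all tested compounds plus 3 SD, set per screening campaign, cut at about 24% in these data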;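 note: plate controls were DMSO alone for no effect and ferristatin control at 100 nM for full effect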
GASC-1 inh: inhibitors of human GASC-1 (JMJD2C) demethylase; Q9H3R0; GST-JMJD2C(1-420) H3K9me3 demethylation, DELFIA europium; inhibition, % at 2.35 µM; 330,000 compounds, 0.069% hits; AID 2099;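 active = more than half of a compound's replicate wells show inhibition beyond 50%, single wells judged on their own value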;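 note: signal counts dimethyl H3K9 product captured on neutravidin plate; 0% = median of DMSO wells and 100% = 0.3 times that DMSO median; strong numbers were not always called active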
Target sequence (Q9H3R0 1-420 limits assumed): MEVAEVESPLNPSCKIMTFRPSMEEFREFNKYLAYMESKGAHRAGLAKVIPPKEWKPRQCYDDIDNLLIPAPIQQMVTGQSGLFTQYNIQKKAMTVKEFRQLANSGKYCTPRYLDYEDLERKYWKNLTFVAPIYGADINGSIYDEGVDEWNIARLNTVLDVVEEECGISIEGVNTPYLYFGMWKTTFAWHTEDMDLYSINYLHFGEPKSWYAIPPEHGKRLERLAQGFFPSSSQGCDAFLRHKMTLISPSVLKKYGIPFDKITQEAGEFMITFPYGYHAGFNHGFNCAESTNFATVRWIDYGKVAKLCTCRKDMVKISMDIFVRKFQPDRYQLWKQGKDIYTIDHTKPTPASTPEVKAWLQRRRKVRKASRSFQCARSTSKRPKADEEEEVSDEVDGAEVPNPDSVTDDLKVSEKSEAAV
PP5 inh: blocks human protein phosphatase 5 activity | purified PP5c, OMFP substrate fluorescence | 320,000 compounds, 0.18% hits | P53041 | inhibition, % at 6.7 µM | AID 1987;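 active = inhibition above the campaign's mean inhibition across all tested compounds plus 3 SD, cut at about 9.5% in these data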;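 note: 0% = DMSO only and 100% = 100 µM cantharidin control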
PP1 counter: counter-screen for PP5 inhibitors: inhibitors of human PP1-alpha | 320,000 compounds, 0.9% hits | inhibition, % at 6.7 µM | purified PP1alpha, OMFP fluorescence;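 active = inhibition above the mean inhibition of all tested compounds plus 3 SD, computed separately for each screening campaign, cut at about 15% in these data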
Target sequence (P62136 whole entry, looked up): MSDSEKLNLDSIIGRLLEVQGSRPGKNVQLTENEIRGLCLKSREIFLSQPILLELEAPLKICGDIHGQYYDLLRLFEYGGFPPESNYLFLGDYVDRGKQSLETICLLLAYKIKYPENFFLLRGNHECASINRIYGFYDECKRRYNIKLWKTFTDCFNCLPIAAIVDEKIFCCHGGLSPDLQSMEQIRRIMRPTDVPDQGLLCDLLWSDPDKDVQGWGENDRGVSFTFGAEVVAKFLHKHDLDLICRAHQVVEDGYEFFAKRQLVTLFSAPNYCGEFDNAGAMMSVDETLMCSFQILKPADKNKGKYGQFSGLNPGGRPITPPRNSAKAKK
proCasp7 act: counter-screen: procaspase-7 (human) activation; 330,000 compounds, 0.093% hits; activation, % at 8.5 µM; recombinant procaspase-7, Ac-DEVD-pNA absorbance 405 nm; D23A/D198A/D206A triple mutant, cannot self-cleave; scale: DMSO 0, 5 µM enzyme 100;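 active = percent activation above the screen-wide mean plus 3 SD, cut at about 25% in these data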
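Detection: p-Nitroaniline absorbance at 405 nm, read at 0 and 120 min; system: Uncleavable procaspase-7 mutant enzyme; evaluation: % activation from two-timepoint absorbance difference, scaled to controls; times: 1 h enzyme–compound preincubation and 2 h substrate reaction, both 25 °C; buffer or medium: Zinc-free HEPES pH 7.4 with 300 mM NaCl, 0.01% Triton X-100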
Fh CTSL1 inh: blocks F. hepatica cathepsin L1 in PFM18AAP counter-screen; recombinant F. hepatica cathepsin L1, Z-Leu-Arg-MCA fluorescence; inhibition, % at 5.96 µM; 300,000 compounds, 0.49% hits; AID 1906;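 active = inhibition above the mean of all tested compounds plus 3 SD, set per screening campaign, cut at about 17% in these data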;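 note: 0% = plate median of test compound wells and 100% = 1 µM Z-Phe-Ala-diazomethylketone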
core dimer inh: blocks dimerization of HCV core protein. TR-FRET GST/Flag-core106 dimerization, 1536-well. inhibition, % at 5 µM. 300,000 compounds, 0.33% hits. AID 1899;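 active = inhibition above the mean of all tested compounds plus 3 SD, set per screening campaign, cut at about 45% in these data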
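Material: Tagged HCV core106 pair (GST and Flag) | Amount: GST-core106 13.5 nM, Flag-core106 17 nM | Medium: KF-containing HEPES buffer, pH 7.45, DTT, CHAPS, BSA | Reagent: Eu donor and XL665 acceptor anti-tag antibodies | Schedule: 4 h at 22.5 °C | Technique: Time-resolved FRET, ex 340 nm, em 617 and 671 nm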
Efflux pump inh: blocks antifungal efflux pumps in multiplex yeast assay; inhibition, % at 10 µM; S. cerevisiae Candida pump triplex, Nile Red efflux; 330,000 compounds, 0.44% hits;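 active = plate passing quality check with inhibition over a set limit, or well fluorescence over plate mean plus 4 SD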;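 note: Nile Red retained in pooled yeast measured as flow cytometry median fluorescence; 0% = buffer negative control and 100% = Enniatin B positive control; higher means more Nile Red kept so more efflux inhibition; some compounds called inactive have numbers as strong as hits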
procasp3 activ: activators of human procaspase-3. activation, % at 8.5 µM. 330,000 compounds, 0.11% hits. recombinant procaspase-3 D3A, Ac-DEVD-pNA absorbance 405 nm;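 active = activation above the mean of all tested compounds plus 3 SD, cut at about 21% in these data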;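 note: 0% = DMSO alone and 100% = DMSO wells spiked with extra 5 µM PC-3 D3A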
Target sequence (P42574 whole entry D9A/D28A/D175A): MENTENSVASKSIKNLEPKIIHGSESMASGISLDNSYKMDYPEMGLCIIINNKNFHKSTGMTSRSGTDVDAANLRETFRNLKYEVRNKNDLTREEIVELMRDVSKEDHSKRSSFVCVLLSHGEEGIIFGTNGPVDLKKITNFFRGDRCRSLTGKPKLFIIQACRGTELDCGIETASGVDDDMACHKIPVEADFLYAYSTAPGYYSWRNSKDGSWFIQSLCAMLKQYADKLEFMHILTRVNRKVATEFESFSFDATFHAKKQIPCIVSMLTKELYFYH
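System: Procaspase-3 D3A mutant. Medium: Zinc-free 300 mM NaCl, 50 mM HEPES, 0.01% Triton X-100. Schedule: 1 h preincubation plus 2 h reaction at 25 °C. Measured by: 405 nm absorbance of p-nitroaniline, reads at 0 and 120 min. Read-out: percent activation relative to control range.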
* marks the source's active call; other numbers are inactive results; / = no result given; & = joins results of further samples.

SMILES	TPT1 inhibitor	GASC-1 inh	PP5 inh	PP1 counter	proCasp7 act	Fh CTSL1 inh	core dimer inh	Efflux pump inh	procasp3 activ
CSc1oc(-c2ccccc2)nc1S(=O)(=O)c1ccc(F)cc1	-1.4	-17.6	2.5	-1.9	-0.8	-1.1	1.6	0.1	8.2
Cc1ccc(NC(=O)c2cc(S(=O)(=O)NCCC3=CCCCC3)ccc2F)cc1F	-1.7	4.1	4.5	3.2	8.4	4.1	10.2	0.0	8.1
CC(=O)c1ccc(C(=O)Nc2ccc3c(c2)C(=O)NC3=O)cc1	2.3	-10.2	-1.4	5.7	1.8	3.7	-5.9	0.0	7.6
Cc1cc2c(c(=O)n1C)C(C(C)C)C(C#N)=C(N)O2 (stereo unspecified)	0.5	-3.9	0.7	1.5	9.5	-3.7	-1.4	0.1	-1.4
c1ccc2c(CSc3ncnc4nc[nH]c34)cccc2c1	-1.7	-0.2	2.5	3.7	10.4	-23.6	4.4	-0.1	-4.6
O=C(Cn1ccc(C(F)(F)F)n1)N=Nc1c(O)[nH]c2ccccc12	-2.1	-9.0	2.8	-1.2	5.6	-3.3	-7.0	-0.1	4.9
COc1ccc(-c2noc3c2-c2nc(-c4ccccc4)sc2CC3)cc1	1.0	0.6	2.6	2.1	-17.6	1.9	-15.8	-0.1	1.2
C[C@]12c3[nH]c4ccccc4c3CCN1C(=O)C(CC(=O)NCC13CC4CC(CC(C4)C1)C3)C[C@@H]2C(=O)N1CCCCC1 (stereo partly specified)	/	4.4	/	/	14.7	/	/	0.1	3.9
COc1ccc(-c2nnn(Cc3nc(N)nc(N4CCCCC4)n3)n2)cc1	0.7	-5.4	0.9	1.0	7.8	-2.1	-7.0	0.0	6.9
Cc1onc(-c2ccccc2)c1C(=O)Nc1nc2c(s1)CCCC2	-0.2	3.5	1.8	3.0	-4.4	-0.4	12.9	0.2	9.3
Cn1c(=O)[nH]c(=O)c2c1nc(NCCCn1ccnc1)n2Cc1ccccc1	4.7	4.5	2.4	-5.7	-12.8	0.5	-5.5	0.2	-10.7
O=C(NCCNC(=O)c1cc(Cl)ccc1Cl)c1ccco1	0.5	5.9	4.1	-1.2	3.5	8.3	7.2	-0.1	0.5
Cc1cccc(C)c1NC(=O)COC(=O)c1ccccc1[N+](=O)[O-]	-0.4	5.0	-1.1	2.9	3.6	3.2	8.5	0.1	0.7
O=C(/C=C/c1ccco1)Nc1ccc(Oc2ccccc2)cc1	1.2	1.6	2.6	3.6	11.6	3.7	11.9	-0.1	9.1
COc1ccc(CCNC(=O)COc2ccc(S(=O)(=O)N3CCCC3)cc2)cc1	-0.1	-4.2	3.4	-1.4	-6.2	2.5	-5.8	0.2	-2.6
CC(C(=O)Nc1ccc2c(c1)OCCO2)n1nnc(-c2ccccc2)n1 (stereo unspecified)	-1.8	-13.2	2.0	-0.5	-0.5	-4.8	6.5	-0.1	-1.2
CCn1c(SCC(=O)N2CCN(c3ccccc3)CC2)nnc1-c1cc2cc(Cl)ccc2o1	-0.1	-4.8&-1.9	0.5	-3.7	-4.6	1.4	12.3	-0.1	-4.9
CN(/N=C/c1ccc(Cl)cc1)c1ncc(Cl)cc1C(F)(F)F	-4.8	-5.1	-1.6	-3.9	1.9	-2.8	-0.5	-0.3	-1.5
COc1ccc(OCCSc2ncn[nH]2)cc1	-2.1	12.9	1.1	-0.3	2.3	-2.1	-6.0	-0.1	5.0
Cc1cccc(NC(=O)COC(=O)Cc2cccs2)c1C	-0.4	6.8	0.2	-7.9	2.9	-9.9	4.1	0.1	-9.5
Cc1ccc(SCc2noc(-c3c(C)noc3C)n2)cc1	0.3	3.0	0.8	-3.4	3.5	1.0	3.9	0.0	5.3
O=C(Nc1ccccc1)c1cc(S(=O)(=O)N2CCOCC2)cs1	-2.9	12.4	1.3	-2.6	-1.5	-0.8	1.7	-0.2	4.5
O=C(O)c1ccc(NC(=O)c2cccs2)cc1	-1.2	-2.0	-0.3	0.1	-0.5	-6.8	-0.9	-0.1	2.5
Cc1cc(C(=O)NNC(=O)c2cccs2)c(C)o1	/	-6.2	0.8	-1.9	5.8	/	/	0.0	-0.9
O=C(Nc1ccc(NC(=O)c2cccs2)cc1)c1ccc(Br)o1	1.4	9.5	1.0	2.6	5.4	-0.7	2.3	0.0	-3.9

(cont.)
SMILES	TPT1 inhibitor	GASC-1 inh	PP5 inh	PP1 counter	proCasp7 act	Fh CTSL1 inh	core dimer inh	Efflux pump inh	procasp3 activ
COc1ccc(NC(=O)COC(=O)CNS(=O)(=O)c2ccccc2)cc1OC	0.1	7.2	-1.1	-0.6	4.8	-23.6	-5.4	0.0	-2.8
O=C(O)C1CCN(S(=O)(=O)Cc2ccccc2)CC1	-0.8	3.1	1.2	-8.1	3.4	-2.9	6.0	-0.2	0.0
Cc1ccc(COCCN2CCN(S(=O)(=O)c3ccc(C)cc3)CCC2=O)cc1	0.2	14.0	-1.1	-0.6	0.4	1.3	4.6	0.1	0.5
CC1CCc2c(C(=O)Nc3cccc(-c4nn[nH]n4)c3)csc2C1 (stereo unspecified)	-1.8	-7.0	7.8	7.5	-4.7	-0.8	5.0	0.1	1.3
Cn1c(=O)c2c(ncn2CCc2ccccc2)n(C)c1=O	2.5	4.5	-0.8	2.1	2.4	0.1	1.7	0.1	-8.5
Cc1ccc(C)c(NC(=O)CSc2nnc(-c3ccncc3)n2N)c1	-1.7	10.8	1.6	-1.1	-0.1	0.0	-0.1	0.0	-7.9
OC1OC[C@@H](O)[C@H](O)[C@H]1O (stereo partly specified)	-6.0	7.5	2.6	-0.1	3.8	-2.0	-4.6	0.2	8.2
COC(=O)C1CN(C(=O)COc2ccccc2)c2ccccc2O1 (stereo unspecified)	-1.4	-0.5	2.7	0.1	2.5	-4.9	-2.6	-0.2	-6.0
Cn1cccc1/C=C1\SC(=S)N(NC(=O)c2ccccc2O)C1=O	78.6*	0.9	-2.1	0.7	-11.5	6.5	-14.2	0.1	-6.1
O=C(c1ccco1)N1CCN=C1SCc1ccc(F)cc1	-5.1	3.4	0.5	2.0	-3.2	-1.2	1.5	0.0	4.4
CCN(C[C@H]1N[C@@](Cc2ccccc2)(C(=O)OC)[C@H]2C(=O)N(Cc3ccccc3)C(=O)[C@@H]12)C(=O)COc1ccccc1	/	2.2	/	/	0.9	/	/	0.0	1.9
O=C(Nc1cccnc1)c1cccc(S(=O)(=O)N2CCc3ccccc32)c1	-0.8	1.5	0.0	-1.1	11.8	1.2	1.1	0.0	-0.2
O=C(NCC1OCCc2ccccc21)c1ccc(NC(=O)c2ccc(Cl)cc2Cl)cc1 (stereo unspecified)	1.1	-4.1	4.7	-1.0	9.8	-2.8	11.3	-0.2	0.5
O=C(Cc1c(O)c2ccccc2[nH]c1=O)NC1CCCCCC1	-0.8	-6.9	3.1	-2.5	-4.2	-0.8	-1.0	0.2	-0.9
CN1OC(COC(=O)c2ccc(Cl)cc2)CC1c1ccccc1 (stereo unspecified)	-2.7	6.7	0.5	1.2	6.0	1.8	0.2	0.0	-5.4
COc1ccc(OCc2nnc(SCC(=O)NC3CC3)n2C)cc1	-0.5	-23.0	2.4	8.1	-10.6	3.2	-24.1	-0.2	9.2
COc1ccc(N2C(=O)/C(=C\c3ccco3)N=C2SCC(=O)NC(C)(C)C)cc1Cl	7.5	-3.3	1.9	2.6	-7.4	0.9	19.2	0.6	-6.2
C=CCn1c(C)cc(C(=O)COC(=O)/C=C/c2ccc(OC)cc2)c1C	0.9	4.1	0.9	0.1	-4.5	0.1	6.0	0.5	-0.7
O=C(CCCn1c(SCc2cccc(F)c2)nc2ccccc2c1=O)NCC1CCCO1 (stereo unspecified)	3.5	1.6	-1.6	-3.5	4.6	2.7	2.9	-0.1	6.4
O=C(c1ccc([N+](=O)[O-])cc1)N1CCN=C1SCc1ccccc1	-0.4	-22.7	0.7	-1.3	-0.4	0.8	3.3	0.1	3.9
O=C(CC(c1ccccc1)c1ccccc1)Nc1ccc(Cl)cn1	1.7	0.2	1.3	0.3	10.1	0.5	7.1	0.4	-0.6
CCSc1nnc(NC(=O)C2CC(=O)N(Cc3ccccc3)C2)s1 (stereo unspecified)	-0.3	3.9	-2.0	-4.8	-4.1	0.0	1.4	-0.1	0.9
Cc1ccc(C(=O)Nc2cccc(C(=O)NCc3ccccc3)c2)o1	0.6	-6.3	0.5	-5.7	7.1	-1.1	-4.9	-0.6	3.8
Cc1onc(-c2ccccc2)c1C(=O)Nc1ccc2c(c1)OCCO2	1.9	-20.3	1.6	1.1	0.9	0.6	-2.5	0.1	0.8
Cc1nc(NC(=O)CSc2nnc(-c3ccncc3)n2C)sc1C	-3.8	31.5	-4.2	4.9	-9.8	1.1	-13.9	0.0	-5.0
O=C(NCCCN=C1NS(=O)(=O)c2ccccc21)c1ccc(S(=O)(=O)N2CCCCC2)cc1	-3.3	19.4&2.4	0.1	-2.0	7.8	-2.3	-3.2	0.0	0.3
S=c1[nH]nc(COc2ccccc2)n1/N=C/c1ccccn1	-7.7	36.2	0.7	-2.4	-0.7	-3.0	-5.3	-0.1	3.0
CCN(CC)C(=O)C1CCCN(c2ccc([N+](=O)[O-])cc2)C1 (stereo unspecified)	0.1	22.9	-0.6	-2.3	-4.8	6.8	-1.2	-0.1	3.1
O=C(CSc1nnc(Cn2cnc3ccccc32)o1)Nc1cccc2ccccc12	0.2	152.5	-0.1	0.3	7.4	-1.5	5.3	0.4	-11.9
N#C/C(=C\c1ccc(F)cc1)c1n[nH]c(Cn2cncn2)n1	-4.0	0.1	4.2	6.3	4.2	-1.8	1.4	0.6	-2.7

Full records as entered above.
O=C(CSc1nnc(Cn2cnc3ccccc32)o1)Nc1cccc2ccccc12 is entered as TPT1 inhibitor: 0.2; GASC-1 inh: 152.5; PP5 inh: -0.1; PP1 counter: 0.3; proCasp7 act: 7.4; Fh CTSL1 inh: -1.5; core dimer inh: 5.3; Efflux pump inh: 0.4; procasp3 activ: -11.9
O=C(NCC1OCCc2ccccc21)c1ccc(NC(=O)c2ccc(Cl)cc2Cl)cc1 (stereo unspecified) is entered as TPT1 inhibitor: 1.1; GASC-1 inh: -4.1; PP5 inh: 4.7; PP1 counter: -1.0; proCasp7 act: 9.8; Fh CTSL1 inh: -2.8; core dimer inh: 11.3; Efflux pump inh: -0.2; procasp3 activ: 0.5
OC1OC[C@@H](O)[C@H](O)[C@H]1O (stereo partly specified) is entered as TPT1 inhibitor: -6.0; GASC-1 inh: 7.5; PP5 inh: 2.6; PP1 counter: -0.1; proCasp7 act: 3.8; Fh CTSL1 inh: -2.0; core dimer inh: -4.6; Efflux pump inh: 0.2; procasp3 activ: 8.2

From PubChem BioAssay

Not a hit list. About 2.9% of those tested had a hit in this group.
